# KCNQ2 inh: KCNQ2 potassium channel inhibitors, primary screen, cell-based, CHO-K1, FluxOR thallium flux, B-score (AID 2156) | B-score at 10 µM | 20 min; stronger effect = lower value | 310,000 tested, 1.1% active;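 active means fluorescence ratio B-score at most minus 3 library SDs, with starting brightness B-score within 2 library SDs, cut at about -5.5 in these data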
# Kir21 block: inhibitors of mouse Kir2.1 inward-rectifier potassium channel; HEK293-Kir2.1, FluxOR thallium flux fluorescence; stronger effect = lower value; B-score at 10 µM; 310,000 tested, 0.85% active; Inward rectifier potassium channel 2 (Mus musculus), P35561;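 active means fluorescence ratio B-score at or below minus 3 SD of library scores, with starting-brightness B-score within 2 SD, cut at about -4.2 in these data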;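 further: channel flux triggered by added potassium and thallium sulfate stimulus; B-score of peak minus minimum fluorescence over baseline after thallium stimulus; more negative B-score means stronger Kir2.1 block with less thallium influx; some compounds called inactive have numbers as strong as hits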
# Target sequence (P35561 whole entry, looked up): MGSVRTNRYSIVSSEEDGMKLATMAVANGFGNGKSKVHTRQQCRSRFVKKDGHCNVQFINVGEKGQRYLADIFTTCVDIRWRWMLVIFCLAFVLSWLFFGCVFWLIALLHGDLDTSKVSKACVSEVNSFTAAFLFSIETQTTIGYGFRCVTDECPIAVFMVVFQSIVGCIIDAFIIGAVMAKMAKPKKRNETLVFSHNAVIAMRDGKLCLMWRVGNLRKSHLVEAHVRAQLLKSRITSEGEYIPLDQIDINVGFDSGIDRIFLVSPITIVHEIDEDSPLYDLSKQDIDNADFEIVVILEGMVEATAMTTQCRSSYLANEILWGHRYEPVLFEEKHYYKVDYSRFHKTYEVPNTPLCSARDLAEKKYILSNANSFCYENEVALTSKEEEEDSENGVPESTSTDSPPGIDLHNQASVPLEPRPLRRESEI
# An asterisk follows results filed as active; i = inactive.
SMILES,KCNQ2 inh,Kir21 block
O=C(O)CCCNS(=O)(=O)c1cccc2nsnc12,i,0.03
C=CCNC(=O)c1c(CSc2ccc(F)cc2)noc1C(=O)NCCC,i,0.24
Cc1c(C(=O)Nc2c(F)cccc2F)sc2ncn(CC(=O)N3CCCCC3)c(=O)c12,i,-0.44
CCOC(=O)CCNC(=O)N1CCCC(N(C)CCc2ccccc2)C1 (stereo unspecified),i,-0.08
CN(C)S(=O)(=O)c1ccc(C(=O)NCc2nnc(SCC(=O)N3CCCC3)o2)cc1,i,0.21
O=C(NC(=S)NCc1ccco1)c1cccc(Cl)c1,i,0.99
COc1ccc(CNC(C)C2COc3ccccc3O2)c(OC)c1 (stereo unspecified),i,-1.4
COc1cc(NC(=S)Nc2ccc(OC(F)F)cc2)cc(OC)c1,i,-0.02
COc1cc(N=c2ssnc2Cl)cc(OC)c1OC,i,-3
O=C(CN1C(=O)CSc2ncccc21)NCCN1CCOCC1,i,-0.44
CCc1ccc(C(C)NC(=O)C2CCCC2)cc1 (stereo unspecified),i,0.99
CCOc1ccc(N2C(=O)CC(NC3CCCCNC3=O)C2=O)cc1 (stereo unspecified),i,0.36
CC(C)(C)c1cc(-c2ccco2)c(C#N)c(SCC#N)n1,i,-1.6
Cc1ccc(C)c2[nH]c(=O)c(CCNC(=O)c3cccs3)cc12,i,0.16
Cn1cc(CNCC2CCCO2)c(-c2ccc(Oc3ccccc3)cc2)n1 (stereo unspecified),i,-1.3
CCCn1c(Nc2cccc(OC)c2)nc2ccccc21,i,-0.75
COc1cc(CNCc2ccncc2)cc(OC)c1OC,i,1.6
COc1ccc(OC)c(NC(=O)c2cccc(N3C(=O)C4C5C=CC(C6CC56)C4C3=O)c2)c1 (stereo unspecified),i,0.18
COC(=O)C1CN(C(=O)COc2ccc(Cl)cc2C)c2ccccc2O1 (stereo unspecified),-7*,0.68
CCn1cc(S(=O)(=O)Nc2ccc(Cl)cc2F)cn1,i,0.18
COc1ccc(CCNC(=O)CCc2nc3sc4c(c3c(=O)[nH]2)CCCC4)cc1,i,1.9
COc1ccc(N2CCN(c3ccc(S(=O)(=O)N(C(C)C)C(C)C)cn3)CC2)cc1,i,-0.88
COc1ccc(-c2nc(SC)n(C)c(=O)c2C#N)cc1OC,i,-0.27
O=C(COC(=O)Cn1cnc2ccccc2c1=O)Nc1cc(Cl)ccc1[N+](=O)[O-],i,-0.03
CC1=CC2=NC(=O)/C(=C\c3cc(C)n(-c4ccc(F)cc4)c3C)C(=N)N2O1,i,2.5

# Next compounds:
SMILES,KCNQ2 inh,Kir21 block
Cc1cccc(C(=O)Nc2ccc(N3CCN(c4ccc(C(F)(F)F)cn4)CC3)nc2)c1,i,0.13
CC(C)Oc1ccc(CSC(=N)N)cc1,i,-0.61
CC(C)c1ccccc1OCC(=O)N(C)CC(=O)Nc1ccc(F)cc1,i,-0.85
CCOC(=O)c1ccc(NC(=O)CSc2nnc(CC)o2)cc1,i,2.7
CCOC(=O)c1cn(Cc2ccccc2)nn1,i,-0.98
COC(=O)CN1C(C)=Nc2ccc(Br)cc2C1c1ccccc1 (stereo unspecified),i,-2
COc1ccc(OC)c(S(=O)(=O)N2CCN(C34CC5CC(CC(C5)C3)C4)CC2)c1,i,-0.34
COC(=O)c1cc(C#N)c(Oc2cccc(C)c2C)nc1C,i,-0.72
N#Cc1c(-c2cccs2)cc(-c2cccnc2)nc1N,i,-0.17
Cc1ccc(-n2nnnc2SC(C(=O)c2c[nH]c3ccccc23)c2ccccc2)cc1 (stereo unspecified),i,-0.39
CC(=O)C1=C(O)C(=O)N(c2cccnc2)C1c1ccc([N+](=O)[O-])cc1 (stereo unspecified),i,-0.38
O=C(CN1C(=O)c2ccc([N+](=O)[O-])cc2C1=O)NC1CCCCCC1,i,0.13
c1ccc(N2CCN(Cc3cn4cccnc4n3)CC2)cc1,i,0.06
COC(=O)c1cc(OC)c(OC)cc1NC(=S)N1CCC(C(N)=O)CC1,i,0.24
O=C(Nc1ccc(F)cc1F)NC1CCCc2ccccc21 (stereo unspecified),i,-1.6
CCC(C(=O)NCCCc1ccccc1)c1ccccc1 (stereo unspecified),i,-3.9
CC(=O)Nc1cccc(-c2nn[nH]n2)c1,i,0.97
Cc1ccc(C(=O)CCC(=O)OCC(=O)Nc2c(C)nn(-c3ccccc3)c2C)cc1,i,-1.3
Cn1ncc(-c2ccno2)c1C(=O)O,i,-0.38
Cc1ccc(/C(O)=C2/C(=O)C(=O)N(Cc3ccco3)C2c2cccs2)cc1 (stereo unspecified),i,1.6
Cc1ccc(CN2C(=O)CCC2C(=O)NCc2cccnc2)cc1 (stereo unspecified),i,0.1
COc1ccc(OC)c(NC(=O)CN(Cc2ccc(F)cc2)C2CCCCC2)c1,-7.9*,1
O=C(Nc1ccc(F)cc1)c1nc2c(nnn2Cc2cccc3ccccc23)c(=O)[nH]1,i,1.4
O=C(NCc1cc(C(F)(F)F)ccc1F)C1CCC(=O)N(C2CCCCCC2)C1 (stereo unspecified),i,-0.02
COc1ccc(NC(=O)N2CCCC(C(=O)NC(C)C)C2)cc1 (stereo unspecified),i,-0.13

# Later entries.
SMILES,KCNQ2 inh,Kir21 block
Cc1ccc(NC(=O)c2cc(S(=O)(=O)c3ccccc3)ccc2Cl)cc1,i,-0.15
CC(C)COC(=O)c1ccccc1N1C(=O)C2C3CCC(C3)C2C1=O (stereo unspecified),i,0.3
CC(C)c1ccc(S(=O)(=O)N(C)C2(C)CCS(=O)(=O)C2)cc1 (stereo unspecified),i,-0.08
CCn1c(Cc2ccccc2)nnc1SCC(=O)Nc1ccccc1O,i,1.4
Cc1nn2c(N)csc2nc1=O,i,0.85
CC(Nc1nc(-c2ccc(F)cc2)cs1)c1nc2cc(Cl)c(Cl)cc2n1CCOCCO (stereo unspecified),i,-0.33
Cn1c(=O)c(C(=O)c2ccccc2)nc2ccccc21,i,-1.9
Cc1ncc(N=Nc2ccc(F)cc2)c(-c2ccc(Cl)cc2)n1,i,0.93
O=C(NC1CCCCCCC1)c1c(O)c2ccccc2[nH]c1=O,i,-0.8
C=CCn1c(C)cc(C(=O)Cn2c(C(C)O)nc3ccccc32)c1C (stereo unspecified),i,-2.4
CCOc1ccc(S(=O)(=O)Nc2ccc(S(=O)(=O)N3CCOCC3)cc2)cc1,i,2.7
O=c1c2ccccc2nc2n1C(CSc1ccccc1)CS2 (stereo unspecified),i,-1.2
COc1ccc2c(c1)cc(C(O)c1ccccn1)n2S(=O)(=O)c1ccccc1 (stereo unspecified),i,-0.69
Cc1cc(C)n(-c2ccc(C(=O)Nc3cc(S(=O)(=O)N(C)C)ccc3Cl)cc2)n1,i,0.01
C/C=C/C(=O)OCC(=O)Nc1ccc(C)c(S(=O)(=O)N(C)C)c1,i,2.4
Clc1ccc2nc(-c3ccccc3)cn2c1,i,0
Cc1cccc(/C=N/Nc2nncc3ccccc23)c1,i,0.48
O=C(CC(=O)N/N=C/c1c(F)cccc1Cl)NCCc1ccccc1,i,-0.11
O=C(O)c1ccccc1C(=O)c1ccc2c(c1)CCC2,i,0.2
CCOC(=O)c1cc(C)[nH]c(=S)c1C#N,i,-2.6
O=C(NNc1nc(-c2ccccc2)c2cc(Br)ccc2n1)c1ccc(S(=O)(=O)N2CCOCC2)cc1,i,1
COc1cc(NC(=O)C2CC(=O)N(CCc3ccccc3)C2)cc(OC)c1 (stereo unspecified),i,-0.04
FC(F)(F)c1cc(-c2cccs2)nc2nc(N3CCOCC3)sc12,i,-1.5
O=C(N/N=C/c1ccc2c(c1)OCO2)C(=O)Nc1cccc(Cl)c1,i,0.75
COc1ccc(N2CCN(C(=O)CNC(=O)Cn3c(C)cc4ccccc4c3=O)CC2)cc1,i,0.05

# Full records as entered above. Order of screens: KCNQ2 inh	Kir21 block
# Listed for O=C(N/N=C/c1ccc2c(c1)OCO2)C(=O)Nc1cccc(Cl)c1 : i	0.75
# Listed for O=C(NC1CCCCCCC1)c1c(O)c2ccccc2[nH]c1=O : i	-0.8
# Listed for O=C(CC(=O)N/N=C/c1c(F)cccc1Cl)NCCc1ccccc1 : i	-0.11
# Listed for Cc1ccc(NC(=O)c2cc(S(=O)(=O)c3ccccc3)ccc2Cl)cc1 : i	-0.15

# 3 entries drawn at random from the list so far, as already listed:
SMILES,KCNQ2 inh,Kir21 block
O=c1c2ccccc2nc2n1C(CSc1ccccc1)CS2 (stereo unspecified),i,-1.2
Cc1ccc(NC(=O)c2cc(S(=O)(=O)c3ccccc3)ccc2Cl)cc1,i,-0.15
CCn1c(Cc2ccccc2)nnc1SCC(=O)Nc1ccccc1O,i,1.4

# KCNQ2 inh: what is marked active above
SMILES,KCNQ2 inh,Kir21 block
COC(=O)C1CN(C(=O)COc2ccc(Cl)cc2C)c2ccccc2O1 (stereo unspecified),-7*,0.68
COc1ccc(OC)c(NC(=O)CN(Cc2ccc(F)cc2)C2CCCCC2)c1,-7.9*,1

# (listing goes on)
SMILES,KCNQ2 inh,Kir21 block
Cc1cc(NC(=O)CSc2nc3c(c(-c4cccnc4)c2C#N)CCC3)no1,i,0.76
COc1ccc(C(=O)Nc2ccc(C(=O)c3ccccc3)cc2)cc1,i,1.6
CC(C)c1ccc(CNC(=O)CSCC(=O)Nc2ccc3ccccc3c2)cc1,i,-0.81
Cc1c(-n2c(O)c(C3=c4ccccc4=NC3=O)sc2=O)c(=O)n(-c2ccccc2)n1C,i,1.3
O=C(NCc1ccco1)[C@@H]1CSC2c3ccccc3C(=O)N21 (stereo partly specified),i,-0.05
CN(C)c1cccc(C(=O)NNC(=S)NC2CC3CCC2C3)c1 (stereo unspecified),i,-0.18
CC1CCN(CCCNC(=O)c2ccc(CSCc3cccc(Cl)c3)o2)CC1,i,-6.7*
Cc1[nH]n(-c2ccccc2)c(=O)c1C=NCC1CCCO1 (stereo unspecified),i,1.5
O=C(O)CC/C(=N/NC(=O)c1cn(-c2ccccc2)nc1-c1ccccc1)C(=O)O,i,1.7
CN(C)c1ccc(/C=C(\NC(=O)c2ccccc2)C(=O)NCc2cccnc2)cc1,i,-0.4
CN(CC(=O)Nc1c(Cl)cccc1Cl)C(=O)c1ccccc1SCC(=O)N1CCCC1,i,-0.61
COc1ccccc1C1C(C(N)=O)=C(C)Nc2nc(-c3ccc(Cl)cc3)nn21 (stereo unspecified),i,0.09
Cc1ccc(NC(=O)CN(C)C(=O)C2COc3ccccc3O2)cc1 (stereo unspecified),i,-2.1
Cc1cc(C)c2c(C)c(C(=O)Nc3c(C)n(C)n(-c4ccccc4)c3=O)oc2c1,i,-1.4
CC(=O)N/N=C/C1=CCC2CC1C2(C)C (stereo unspecified),i,1.8
CC(C)CC(=O)Nc1ccccc1-c1nnn(CC(=O)N2CCOCC2)n1,i,-0.05
Cc1ccc(-c2csc(NC(=O)c3ccc(-c4ccccc4)cc3)n2)o1,i,0.6
CC(=O)Nc1ccc(C(=O)N/N=C/c2ccncc2)cc1,i,-0.09
O=C(NCc1ccco1)/C(=C\c1ccc(F)cc1)NC(=O)c1ccco1,i,0.02
CC(NC(=O)/C(C#N)=C/c1ccc([N+](=O)[O-])o1)c1ccccc1 (stereo unspecified),i,-7.7*
Cc1cccc(C(=O)NNC(=O)C(=O)NC(C)(C)C)c1,i,0.81
CCCN(CCC)CCCNC(=O)CN1C(=O)CSc2ccc(S(=O)(=O)N3CCOCC3)cc21,i,-0.48
CC(C)c1ccc(C(C)NC(=S)NC2CCCCC2)cc1 (stereo unspecified),i,-1.7
Cc1ccc(S(=O)(=O)Nc2cc(C)c(O)c(Sc3n[nH]c(C)n3)c2)cc1,i,-0.75
CC1Cc2ccccc2N1C(=O)CCNS(=O)(=O)c1cccc2nsnc12 (stereo unspecified),i,0.01

# 3 entries already listed, sorted by formula weight, ascending:
SMILES,KCNQ2 inh,Kir21 block
O=C(CN1C(=O)CSc2ncccc21)NCCN1CCOCC1,i,-0.44
C=CCn1c(C)cc(C(=O)Cn2c(C(C)O)nc3ccccc32)c1C (stereo unspecified),i,-2.4
COc1ccc(N2CCN(C(=O)CNC(=O)Cn3c(C)cc4ccccc4c3=O)CC2)cc1,i,0.05

# More records.
SMILES,KCNQ2 inh,Kir21 block
Cc1nn(CC(=O)NCCCc2ccccc2)c(C)c1[N+](=O)[O-],i,-3.2
CCCCCCN(C(=O)CCl)c1ccccc1,i,-0.03
O=C(NCCCN1CCOCC1)c1ccc(Cl)cc1Cl,i,2.1
CCOC(=O)C1CCCN(C(=O)Cn2nc(C)c3c(C)n(-c4ccccc4)nc3c2=O)C1 (stereo unspecified),i,-0.06
O=C(Nc1ccc(Cl)cc1)Nc1nnc(CSCc2ccccc2)s1,i,0.06
CCCOC(=O)c1c(NC(=O)c2cnn3c2NC(c2ccccc2)CC3C(F)(F)F)sc2c1CCCC2 (stereo unspecified),i,-0.54
COc1ccc(-c2nn(-c3ccccc3)cc2CN2CCCO2)c(F)c1,i,0.18
CC1CCN(CCCCOc2ccccc2[N+](=O)[O-])CC1,i,0.49
Cc1cccc(NC(=O)c2cccc(N3C(=O)CCC3=O)c2)c1,i,-0.21
COc1ccc(-c2c3c(cc(C)[n+]2[O-])oc2ccc(OC)cc23)cc1,i,-0.67
Cc1ccccc1CS(=O)(=O)CCC(=O)NCCCN1CCN(c2ccccc2F)CC1,i,-0.11
CCC(C)C(NC(=O)c1ccccc1NC(=O)c1ccco1)C(=O)O (stereo unspecified),i,-2.7
COCCN1CCCC(CNCc2cn(C)nc2-c2ccc(Oc3ccccc3)cc2)C1 (stereo unspecified),i,-3.7
COc1ccc(-n2c(C)cc(SC)c(C(C)=O)c2=S)cc1,i,-0.61
COc1ccc(CCN(C)CCN2C(=O)c3ccccc3C2=O)cc1OC,i,-0.05
Cn1c(CNc2ccccc2)nc2ccccc21,i,0.29
COc1ccc(-n2c(C)nnc2SCC(=O)Nc2ccccc2F)cc1,i,1.2
CCc1ccccc1-n1nnnc1SCC(=O)Nc1cc(C)on1,i,1.9
CC(=O)c1ccc(OCC(=O)NC(=O)NC2CCCCC2)cc1,i,-1.3
COc1ccc(N/C=C/C(=O)c2ccc(C)cc2)c([N+](=O)[O-])c1,i,0.25
